Assay outcomes: PubChem BioAssay, National Center for Advancing Translational Sciences (NCATS)
D2 PAM = D2 dopamine receptor (human) potentiation. AID 485347. actives 0.34% (n = 340,000). potentiation, % at 10 µM. HEK293 T-REx D2, calcium flux, EC20 dopamine potentiation;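 active = potentiation over 3 SD above the plate norm, cut at about 30% in these data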; note: 0% is about no effect
Target sequence (P14416 whole entry, looked up): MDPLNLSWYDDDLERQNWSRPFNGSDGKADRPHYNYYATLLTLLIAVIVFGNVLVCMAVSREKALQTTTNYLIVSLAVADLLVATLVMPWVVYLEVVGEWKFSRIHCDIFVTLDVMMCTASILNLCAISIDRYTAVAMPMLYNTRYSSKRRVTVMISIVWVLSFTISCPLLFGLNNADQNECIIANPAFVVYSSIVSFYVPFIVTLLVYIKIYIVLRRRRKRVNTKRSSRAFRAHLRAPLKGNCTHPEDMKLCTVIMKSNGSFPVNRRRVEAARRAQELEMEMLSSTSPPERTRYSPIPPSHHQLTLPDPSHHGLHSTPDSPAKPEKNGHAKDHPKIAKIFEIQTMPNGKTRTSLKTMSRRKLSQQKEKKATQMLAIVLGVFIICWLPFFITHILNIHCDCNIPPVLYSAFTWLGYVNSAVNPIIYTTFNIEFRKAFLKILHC
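Tetracycline-induced HEK293 T-REx cells force-coupled to calcium signalling expressed D2; compounds were pin-added after a 10 s baseline, read kinetically 180 s, then an EC20 dopamine challenge followed with a further 180 s calcium read.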
Apoferritin bind = candidate novel general anesthetic via apoferritin binding | P02791 | apoferritin/1-aminoanthracene competitive binding, fluorescence | Potency, µM (top dose mostly 77.5 µM), inactives show at the top dose activity change, negative = displacement, most hits filed as inhibitors | actives 0.074% (n = 350,000) | AID 485281; note: potency is the fitted concentration of half-maximal effect; % is set by controls: 0 for no effect and ±100 for the full control effect; nearly all actives have a fitted effect of over 20% in size
Target sequence (P02791 2-175 limits assumed): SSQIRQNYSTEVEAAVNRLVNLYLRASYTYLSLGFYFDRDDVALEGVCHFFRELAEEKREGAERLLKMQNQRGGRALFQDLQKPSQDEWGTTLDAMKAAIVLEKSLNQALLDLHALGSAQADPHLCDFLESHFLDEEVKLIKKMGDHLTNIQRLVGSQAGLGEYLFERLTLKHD
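Horse-spleen apoferritin (10 uM) in 50% saturated 1-aminoanthracene in PBS was incubated 10 min at room temperature with compound. Fluorescence (ex 380, em 535 nm) was normalized to free and bound 1-AMA, with concentration-response fitted by a four-parameter Hill equation.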
D1 potentiator = human D1 dopamine receptor positive modulation; HEK293 TREx D1 cells, calcium flux, dopamine EC20 potentiation; AID 504651; actives 0.036% (n = 360,000); potentiation, % at 10 µM; in the data active = potentiation above about 30%; note: 0% is about no effect
Target sequence (P21728 whole entry, looked up): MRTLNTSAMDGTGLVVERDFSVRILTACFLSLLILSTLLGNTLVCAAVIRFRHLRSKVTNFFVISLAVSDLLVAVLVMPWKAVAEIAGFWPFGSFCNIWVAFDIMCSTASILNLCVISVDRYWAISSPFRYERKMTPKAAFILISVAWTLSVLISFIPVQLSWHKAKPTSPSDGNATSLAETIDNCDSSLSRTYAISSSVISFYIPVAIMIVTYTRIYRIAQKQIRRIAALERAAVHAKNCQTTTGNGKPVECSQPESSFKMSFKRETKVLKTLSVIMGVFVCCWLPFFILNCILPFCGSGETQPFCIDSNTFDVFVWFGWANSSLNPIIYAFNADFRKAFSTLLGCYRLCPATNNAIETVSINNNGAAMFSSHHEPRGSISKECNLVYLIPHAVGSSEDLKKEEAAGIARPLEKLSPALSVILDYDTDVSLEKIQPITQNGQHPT
RXFP1 ag = activates the human relaxin receptor RXFP1 | AID 2676 | HEK293T-RXFP1 cAMP TR-FRET, 30 min; response scale: percent of porcine relaxin response, buffer zero | actives 0.3% (n = 370,000) | Potency, µM (titrated, usually from 57.5 µM), without a hit: at the highest dose activation, most hits filed as activators | Q9HBX9; note: potency is the fitted concentration of half-maximal effect; % is set by controls: 0 for no effect and ±100 for the full control effect; nearly all actives have a fitted effect of over 60% in size; many of its hits are not listed in these tables
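HEK293T cells stably expressing RXFP1 were pretreated with the PDE4 inhibitor Ro 20174, exposed to compounds for 30 min at 37C, lysed, and cAMP was read by TR-FRET. Data normalized to buffer (basal) and 29 nM porcine relaxin (100%).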
D1 antagonist = blocks dopamine activation of the human D1 receptor | AID 504652 | actives 3.2% (n = 360,000) | P21728 | HEK293 TREx D1 cells, calcium flux, dopamine EC80; stronger effect = lower value | activity change, negative = inhibition, % at 10 µM; in the data active = activity change below about -30%; note: % is set by controls: 0 for no effect and ±100 for the full control effect
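Tetracycline-induced HEK293 Trex D1 cells, force-coupled to calcium, dye-loaded; compounds added and read 180 s, then EC80 dopamine added and calcium flux tracked kinetically another 180 s.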
TRHR PAM = allosterically enhances the human TRH receptor. P34981. actives 0.66% (n = 360,000). TRHR cells, fluo-8 calcium fluorescence, EC20 TRH enhancement. enhancement, % at 2 µM; in the data active = enhancement above about 30%; note: 0% is about no effect
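TRHR-expressing cells loaded with fluo-8 calcium dye were read kinetically (ex 480/em 530) during compound addition, then stimulated with an EC20 of TRH (10 nM final). Enhancement of the Gq-mediated intracellular calcium response was scored.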
D1 agonist = activates the human D1 dopamine receptor; HEK293 T-REx D1 cells, calcium flux, agonist mode; activation, % at 2 µM; actives 1% (n = 360,000); AID 504660; in the data active = activation above about 30%; note: 0% is about no effect
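Tetracycline-induced HEK293 TREx D1 cells, force-coupled to calcium signalling, were dye-loaded with a no-wash calcium kit. Compound was pin-added after a 10 s baseline. Fluorescence was read kinetically at 1 cycle/s for 180 s, with calcium rises flagged as agonism.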
RXFP1 antagonist = RXFP1 (human) relaxin receptor antagonism; Q9HBX9; HEK293-RXFP1, relaxin-stimulated cAMP HTRF, 30 min; stronger effect = lower value; activity change, negative = inhibition, % at 57.5 µM; actives 0.59% (n = 350,000);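 active = activity change of -60% or lower, but not beyond a set lower limit; inconclusive = change between -60% and -40%, or beyond the set limit; inactive = change above -40%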; note: % is set by controls: 0 for no effect and ±100 for the full control effect
TRHR ag = agonists of human TRH receptor | activation, % at 2 µM | actives 0.18% (n = 360,000) | P34981 | TRHR cells, calcium flux fluo-8, FDSS agonist mode; in the data active = activation above about 30%; note: 0% is about no effect
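TRHR-expressing cells loaded with fluo-8 calcium dye; 23 nL library compound pin-transferred, kinetic FDSS fluorescence (Ex 480/Em 530) recorded about 180 s for agonist-induced calcium release, before a 10 nM TRH EC20 addition for potentiator mode.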
* hit, by the source's call; & = joins results of further samples. Unless noted, calls come from the whole dose curve; as a rule, active = well fitted curve in the direction sought with a large enough effect; inconclusive = small, poorly fitted or top-dose-only effect, or another doubt; inactive = no such curve, though single readings can be large; an effect the other way counts as inactive or inconclusive. The list is partial; the hit share may differ from the screen's.

How did COc1cc(C(=O)Nc2cccc(S(=O)(=O)NCc3ccco3)c2)cc(OC)c1OC do in these assays?
D2 PAM: -6; D1 potentiator: -6; RXFP1 ag: -0.1%; D1 antagonist: 5; TRHR PAM: 4; D1 agonist: 3; RXFP1 antagonist: 5; TRHR ag: 0.3

What do the screens show for `CCC(Sc1nc(N)c(NC(=O)c2ccc(OC)cc2)c(=O)[nH]1)C(=O)O` (stereo not drawn)?
D2 PAM: 3; Apoferritin bind: 3%; D1 potentiator: -2; RXFP1 ag: 0.1%; D1 antagonist: 11; TRHR PAM: -4; D1 agonist: 2; RXFP1 antagonist: -8; TRHR ag: 0.4

What do the screens show for `Cc1ccc(S(=O)(=O)N2CCOCC2)cc1C(=O)N(Cc1nnc(-c2ccccc2Cl)o1)C1CC1`?
D2 PAM: 2; Apoferritin bind: -12%; D1 potentiator: -6; RXFP1 ag: 3.7%; D1 antagonist: 24; TRHR PAM: 0; D1 agonist: -2; RXFP1 antagonist: -9; TRHR ag: -0.3

Results for O=C(NCc1ccccc1F)c1cccs1 ?
D2 PAM: -6; Apoferritin bind: inconclusive; D1 potentiator: -7; RXFP1 ag: 0.2%; D1 antagonist: -3; TRHR PAM: -12; D1 agonist: 0; RXFP1 antagonist: -2; TRHR ag: 0.2

Results for Cn1c(=O)c2c(nc(OCCc3ccccc3)n2C)n(C)c1=O ?
D2 PAM: -2; Apoferritin bind: -8%; D1 potentiator: 5; RXFP1 ag: 12%; D1 antagonist: -2; TRHR PAM: -6; D1 agonist: 4; RXFP1 antagonist: -8; TRHR ag: -0.8

What do the screens show for `Cc1cc(C(C)(C)C)c(OC(=O)[C@@H]2OC(c3ccccc3)=C[C@H]2c2ccccc2)c(C(C)(C)C)c1`?
D2 PAM: 10; D1 potentiator: -3; RXFP1 ag: 1.9%; TRHR PAM: 1; D1 agonist: 0; TRHR ag: 0.2

What do the screens show for `COC(=O)C1=C(C(=O)OC)[C@@H]2N(C)c3ccc(OC)cc3[C@@]23C[C@@H](C(=O)OC)N(C(=O)C2CCC2)C3=N1`?
D2 PAM: -7; Apoferritin bind: -19%; D1 potentiator: -1; RXFP1 ag: -1.9%; D1 antagonist: 0; TRHR PAM: 2; D1 agonist: -1; TRHR ag: -0.9

Results for COc1ccc(/C=N/NC(=O)c2cccc(S(=O)(=O)N3CCCC3)c2)cc1O ?
D2 PAM: -12; D1 potentiator: -5; RXFP1 ag: -0.7%; D1 antagonist: -3; TRHR PAM: 2; D1 agonist: 0; RXFP1 antagonist: 3; TRHR ag: -0.4

What do the screens show for `CCOc1ccccc1NC(=O)c1ccc2oc(=O)c(S(=O)(=O)c3ccc(F)cc3)cc2c1`?
D2 PAM: -2; Apoferritin bind: 0%; D1 potentiator: 3; RXFP1 ag: 0.8%; D1 antagonist: -1; TRHR PAM: -3; D1 agonist: 2; TRHR ag: 0.0

How did Cc1ccc2nc(-c3ccc(S(=O)(=O)N4CCCCC4)cc3)cn2c1 do in these assays?
D2 PAM: 4; Apoferritin bind: -5%; D1 potentiator: -2; RXFP1 ag: 1.0%; D1 antagonist: 16; TRHR PAM: -3; D1 agonist: 0; RXFP1 antagonist: -5; TRHR ag: 1.4

How did O=S(=O)(Nc1nc2ccccc2nc1N1CCN(c2ccccn2)CC1)c1ccc(Cl)cc1 do in these assays?
D2 PAM: 0; Apoferritin bind: -7%; D1 potentiator: 4; RXFP1 ag: 2.4%; D1 antagonist: -23; TRHR PAM: -4; D1 agonist: 7; TRHR ag: 0.7

How did COc1ccc(OC)c(CCNC(=O)c2ccc(CS(=O)Cc3cccc(Cl)c3)o2)c1 (stereo not drawn) do in these assays?
D2 PAM: -13&-9; Apoferritin bind: -11%&7%; D1 potentiator: -5&2; RXFP1 ag: 0.2%&-0.2%; D1 antagonist: -13&0; TRHR PAM: -5&-7; D1 agonist: 0&0; RXFP1 antagonist: 6&-12; TRHR ag: -1.4&-0.8

Results for O=C(COC(=O)c1cc(=O)[nH]c2ccccc12)Nc1nccs1 ?
D2 PAM: -4; Apoferritin bind: -2%; D1 potentiator: -4; RXFP1 ag: 0.5%; D1 antagonist: -25; TRHR PAM: 27; D1 agonist: 1; RXFP1 antagonist: 3; TRHR ag: 0.3

What do the screens show for `Cn1c(CCC(=O)O)nc2cc(S(=O)(=O)N3CCCCC3)ccc21`?
D2 PAM: 19; D1 potentiator: -6; RXFP1 ag: 0.0%; D1 antagonist: 2; TRHR PAM: -1; D1 agonist: 3; RXFP1 antagonist: -2; TRHR ag: -0.4

How did CCc1ccc(OC(C)C(=O)N(Cc2ccco2)C2CCS(=O)(=O)C2)cc1 (stereo not drawn) do in these assays?
D2 PAM: 16; Apoferritin bind: -8%; D1 potentiator: -4; RXFP1 ag: 2.4%; D1 antagonist: 9; TRHR PAM: 2; D1 agonist: 1; RXFP1 antagonist: -8; TRHR ag: 0.4

Results for COc1ccc(N2C(=O)/C(=C/c3cccnc3)NC2=S)cc1 ?
D2 PAM: -5; Apoferritin bind: -7%; D1 potentiator: -4; RXFP1 ag: 3.5%; D1 antagonist: -15; TRHR PAM: 1; D1 agonist: 0; RXFP1 antagonist: -9; TRHR ag: -0.6

What do the screens show for `Cn1nc(-c2ccc(N3CCOCC3)c(NS(=O)(=O)c3ccccc3)c2)c2ccccc2c1=O`?
D2 PAM: -9; Apoferritin bind: 2%; D1 potentiator: 5; RXFP1 ag: 2.2%; D1 antagonist: 14; TRHR PAM: -1; D1 agonist: 2; RXFP1 antagonist: -2; TRHR ag: 1.1

Results for Cc1cc(C(=O)c2cccs2)c(N)s1 ?
D2 PAM: -1; Apoferritin bind: inconclusive; D1 potentiator: -7; RXFP1 ag: 0.4%; D1 antagonist: -2; TRHR PAM: -2; D1 agonist: 3; RXFP1 antagonist: -3; TRHR ag: 0.3

How did O=C1CNC(=O)/C(=C/c2ccco2)N1 do in these assays?
D2 PAM: 1; Apoferritin bind: 1%; D1 potentiator: -2; RXFP1 ag: 0.1%; D1 antagonist: -6; TRHR PAM: -4; D1 agonist: 3; RXFP1 antagonist: 0; TRHR ag: 0.3

How did CCCCNS(=O)(=O)c1ccc(OC)c(Cl)c1Cl do in these assays?
D2 PAM: -11; Apoferritin bind: inconclusive; D1 potentiator: 3; RXFP1 ag: -0.5%; D1 antagonist: -5; TRHR PAM: -6; D1 agonist: 0; RXFP1 antagonist: 3; TRHR ag: 0.9

Results for Cn1c(C(=O)O)c(CC(=O)Nc2ccc3c(c2)OCCO3)c2ccccc21 ?
D2 PAM: -1; Apoferritin bind: -7%; D1 potentiator: -1; RXFP1 ag: 3.6%; D1 antagonist: 2; TRHR PAM: -4; D1 agonist: 0; RXFP1 antagonist: 3; TRHR ag: 0.0

How did O=C(COc1ccc2oc3c(c2c1)CCCC3)Nc1ccccn1 do in these assays?
D2 PAM: -10; Apoferritin bind: -3%; D1 potentiator: -12; RXFP1 ag: -1.7%; D1 antagonist: 1; TRHR PAM: 14; D1 agonist: 12; RXFP1 antagonist: -10; TRHR ag: -0.4

What do the screens show for `Cc1ccc(S(=O)(=O)N(C)C)cc1-n1c(SCC(=O)Nc2ccccc2)nc2ccccc2c1=O`?
D2 PAM: -3; Apoferritin bind: -15%; D1 potentiator: 0; RXFP1 ag: 6.7%; D1 antagonist: 6; TRHR PAM: -6; D1 agonist: 5; RXFP1 antagonist: 24; TRHR ag: 0.3

How did CC(=O)Oc1cc(C)cc2oc(=O)cc(-c3ccccc3)c12 do in these assays?
D2 PAM: 2; Apoferritin bind: inconclusive; D1 potentiator: -2; RXFP1 ag: 0.3%; D1 antagonist: 2; TRHR PAM: 3; D1 agonist: 2; RXFP1 antagonist: 12; TRHR ag: -0.7

What do the screens show for `CCOC(=O)c1c(-c2cccc(C)c2)csc1NC(=O)C1CC=CCC1C(=O)O` (stereo not drawn)?
D2 PAM: 15; Apoferritin bind: -5%; D1 potentiator: 5; RXFP1 ag: 0.8%; D1 antagonist: -13; TRHR PAM: -5; D1 agonist: 1; RXFP1 antagonist: -10; TRHR ag: -0.1

What do the screens show for `O=C1c2oc3ccccc3c(=O)c2C(c2cccc(O)c2)N1c1nncs1` (stereo not drawn)?
D2 PAM: 9; Apoferritin bind: -6%; D1 potentiator: -6; RXFP1 ag: -0.1%; D1 antagonist: 0; TRHR PAM: 9; D1 agonist: 0; RXFP1 antagonist: 4; TRHR ag: -0.2

How did O=C(CCC(=O)OCCCC(F)(F)C(F)(F)F)Nc1ccccc1 do in these assays?
D2 PAM: 3; Apoferritin bind: -17%; D1 potentiator: 8; RXFP1 ag: 0.6%; D1 antagonist: -13; TRHR PAM: 3; D1 agonist: 1; RXFP1 antagonist: 0; TRHR ag: -0.2

Results for CCOC(=O)N1CCC(n2c(SCC(=O)N3CCCC3)nc3ccccc3c2=O)CC1 ?
Apoferritin bind: -13%; D1 potentiator: -2; RXFP1 ag: 3.6%; D1 antagonist: 0; TRHR PAM: 0; D1 agonist: 2; RXFP1 antagonist: -6; TRHR ag: 0.0

Results for CC1(OC(=O)CCc2ccccc2)C(=O)C=C2C=C(c3ccc(C#N)cc3)N(CCc3c[nH]c4ccccc34)C=C2C1=O (stereo not drawn) ?
D2 PAM: -5; Apoferritin bind: 1%; D1 potentiator: 2; RXFP1 ag: 3.2%; D1 antagonist: -16; TRHR PAM: -3; D1 agonist: -1; TRHR ag: -0.4

What do the screens show for `Cn1cnnc1Sc1ccc(C(=O)NCCC23CC4CC(CC(C4)C2)C3)cc1[N+](=O)[O-]`?
D2 PAM: -2; Apoferritin bind: inconclusive; D1 potentiator: -5; RXFP1 ag: -0.1%; D1 antagonist: -16; TRHR PAM: -3; D1 agonist: 4; RXFP1 antagonist: 9; TRHR ag: 0.0

Results for CCN(C(=O)Cn1cc(C(=O)C(=O)N2CCOCC2)c2ccccc21)c1ccccc1 ?
D2 PAM: 1; Apoferritin bind: 0%; D1 potentiator: -3; RXFP1 ag: 2.4%; D1 antagonist: -25; TRHR PAM: -3; D1 agonist: 1; RXFP1 antagonist: 0; TRHR ag: 1.6

2 compounds picked at random from those above, as already listed:
Results for Cn1c(C(=O)O)c(CC(=O)Nc2ccc3c(c2)OCCO3)c2ccccc21 ?
D2 PAM: -1; Apoferritin bind: -7%; D1 potentiator: -1; RXFP1 ag: 3.6%; D1 antagonist: 2; TRHR PAM: -4; D1 agonist: 0; RXFP1 antagonist: 3; TRHR ag: 0.0

How did O=C1CNC(=O)/C(=C/c2ccco2)N1 do in these assays?
D2 PAM: 1; Apoferritin bind: 1%; D1 potentiator: -2; RXFP1 ag: 0.1%; D1 antagonist: -6; TRHR PAM: -4; D1 agonist: 3; RXFP1 antagonist: 0; TRHR ag: 0.3
